Screening results (PubChem BioAssay)
IDE act: IDE (human) activation, cell-based. P14735. HEK cells, FAbeta-B cleavage, fluorescence polarization; 0% vehicle, 100% cell-free pure enzyme wells. activation, % at 5.96 µM. actives 0.073% (n = 340,000);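 active means activation above the mean of all tested compounds plus 3 SD, set per screening campaign, cut at about 17% in these data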
Target sequence (P14735 whole entry, looked up): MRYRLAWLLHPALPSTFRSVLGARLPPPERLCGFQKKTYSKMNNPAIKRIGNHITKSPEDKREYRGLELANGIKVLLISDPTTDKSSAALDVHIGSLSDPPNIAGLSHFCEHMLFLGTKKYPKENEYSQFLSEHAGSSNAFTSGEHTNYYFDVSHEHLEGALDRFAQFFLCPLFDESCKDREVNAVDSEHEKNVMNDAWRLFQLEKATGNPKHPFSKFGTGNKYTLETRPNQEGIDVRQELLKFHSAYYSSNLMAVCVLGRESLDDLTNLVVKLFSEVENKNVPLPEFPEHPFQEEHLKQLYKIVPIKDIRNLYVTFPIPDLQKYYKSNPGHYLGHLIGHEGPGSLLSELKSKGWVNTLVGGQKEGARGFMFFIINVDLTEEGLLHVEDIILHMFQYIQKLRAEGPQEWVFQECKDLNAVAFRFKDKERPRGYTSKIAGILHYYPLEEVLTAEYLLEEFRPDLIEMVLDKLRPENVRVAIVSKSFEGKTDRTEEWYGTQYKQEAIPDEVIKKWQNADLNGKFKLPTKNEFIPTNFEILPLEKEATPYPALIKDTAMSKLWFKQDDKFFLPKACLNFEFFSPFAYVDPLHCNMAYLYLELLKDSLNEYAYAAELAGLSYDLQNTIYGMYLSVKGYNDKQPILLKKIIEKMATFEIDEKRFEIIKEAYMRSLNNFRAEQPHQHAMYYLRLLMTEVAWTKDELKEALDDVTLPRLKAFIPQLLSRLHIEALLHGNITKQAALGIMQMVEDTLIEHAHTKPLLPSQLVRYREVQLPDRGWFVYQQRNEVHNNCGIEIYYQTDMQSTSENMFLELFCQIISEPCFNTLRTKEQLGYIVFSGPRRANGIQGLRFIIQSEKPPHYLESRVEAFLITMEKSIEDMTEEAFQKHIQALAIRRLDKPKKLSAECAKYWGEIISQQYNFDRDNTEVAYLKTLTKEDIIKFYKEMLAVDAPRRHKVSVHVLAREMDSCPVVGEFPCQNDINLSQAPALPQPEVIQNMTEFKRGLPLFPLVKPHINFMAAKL
* marks the source's active call; other numbers are inactive results. This is a subset (hit frequency here may not be typical).

IDE act,compound
-0.2,CN(C)C(=O)c1ccc(NC(=O)CN2C(=O)NC3(CCCc4ccccc43)C2=O)cc1 (configuration not stated)
4.3,Cc1ccc(S(=O)(=O)N2CCN(C(=O)COC(=O)Cc3ccc(F)cc3)CC2)c(C)c1
-1.6,S=c1[nH]nc2ccccn12
-0.5,Cc1cccn2c(=O)cc(COC(=O)C(C)Oc3ccccc3)nc12 (configuration not stated)
-8.9,CCOC(=O)CCc1ccc(NC(=O)/C=C/c2ccc([N+](=O)[O-])o2)cc1
1.5,COc1cc(O)c(C(=O)O)c(CCc2ccccc2)c1
1.9,O=[N+]([O-])c1ccccc1S(=O)(=O)Nc1ccc(S(=O)(=O)N2CCCC2)cc1
-6.4,C[C@H](CO)N1C[C@H](C)[C@@H](CN(C)S(=O)(=O)c2ccccc2)Oc2ccc(NS(=O)(=O)c3cn(C)cn3)cc2C1=O
5.4,COc1ccc(/C=C/C(=O)NCc2ccc3c(c2)OCO3)cc1OC
6.6,O=C(OCC(=O)N1CCCCC1)c1cccs1
-1.0,O=C(NCCc1c[nH]c2ccccc12)c1ccc(Br)o1
-0.3,CCOc1ccc(OCCC(=O)N(CCCOC)c2c(N)n(Cc3ccccc3)c(=O)[nH]c2=O)cc1
2.1,COC(=O)c1cc(Oc2ccc(S(=O)(=O)N3CCOCC3)cc2[N+](=O)[O-])cc(C(=O)OC)c1
-1.9,Cc1ccc(S(=O)(=O)N2CCOCC2)cc1NC(=O)CN1C(=O)NC2(CCCC2)C1=O
-4.7,C=CCn1c(SCC(=O)N(C)C2CCCCC2)nnc1C1CC1
-1.2,O=C(N/C(=C/c1ccccc1Cl)C(=O)N1CCOCC1)c1ccccc1
-1.1,C=C(C1=CCN(S(=O)C(C)(C)C)[C@@H]1CCO)c1ccccc1 (some centres not stated)
3.3,Cc1cc(C)c(NC(=O)COC(=O)c2c(C)noc2C)c(Cl)c1
1.0,Cc1nc(C)c(C(=O)OCC(=O)NCCc2ccc(S(N)(=O)=O)cc2)s1
3.8,CN(C(=O)COC(=O)c1cc(S(=O)(=O)N2CCOCC2)ccc1Cl)C1CCS(=O)(=O)C1 (configuration not stated)

The listing continues.
IDE act,compound
0.1,CC1CCC(NC(=O)COC(=O)c2n[nH]c(=O)c3ccccc23)CC1 (configuration not stated)
-3.0,CCCCn1c(SCC(=O)NC2CCCC2)nc2ccccc2c1=O
1.8,O=C(CSc1nncn1-c1ccccc1F)NC1CCCCC1
-1.8,Cc1csc(=O)n1CC(=O)OCC(=O)c1c(N)n(CC(C)C)c(=O)n(C)c1=O
5.3,Cc1ccc(C(=O)Nc2ccccc2N2CCCC2)s1
0.7,O=C1NC2(c3ccccc3)NC(=O)NC2(c2ccccc2)N1 (configuration not stated)
4.0,CCCCN(c1ccccc1)S(=O)(=O)c1cccc(C(=O)Nc2c(C)n(C)n(-c3ccccc3)c2=O)c1
-2.2,COc1ccc(CCNC(=O)c2ccnc(C(C)(C)C)c2)cc1OC
-1.5,Cc1cc(C)c(C#N)c(N2CCN(C(=O)C3COc4ccccc4O3)CC2)n1 (configuration not stated)
0.3,CC(=O)c1ccccc1NC(=O)CCN1C(=O)C2CCCCC2C1=O (configuration not stated)
6.9,C=CCn1c2ccccc2c(=O)c2cc(C#Cc3ccccn3)ccc21
5.4,CCN(CC)CCCN=C1N[C@@H](c2cccc(C(F)(F)F)c2)C(C(=O)OC)=C(C)N1CC
-7.0,O=C1CSC(=S)N1N=Cc1c(O)ccc2ccccc12
3.6,CCC(C)Cn1cnc2c(SCc3ccccn3)nc(N)nc21 (configuration not stated)
4.2,CCC(C)(C)C1CCC2(CC1)NC(=O)N(CC(=O)N(C)CCOc1ccc(Cl)cc1)C2=O (configuration not stated)
-6.4,O=C1C=CC(=O)N1Cc1ccccn1
2.8,O=C1CCCCCN1C(=O)c1ccccc1
3.7,COc1ccc2c(c1)CN(C)S(=O)(=O)c1ccccc1-2
2.2,CC(C)(C)OC(=O)N(CCc1ccccc1)Cc1ccc(OCc2cccc(NC(=O)C3CCC3)c2)cc1
0.1,Cc1ccc(S(=O)(=O)N(C)C)cc1NC(=O)CSc1nnc(C2CC2)n1C1CC1

Look-ups from above.
For IDE act, CC(C)(C)OC(=O)N(CCc1ccccc1)Cc1ccc(OCc2cccc(NC(=O)C3CCC3)c2)cc1 is entered as 2.2
For IDE act, CCC(C)Cn1cnc2c(SCc3ccccn3)nc(N)nc21 (configuration not stated) is entered as 3.6

More compounds:
IDE act,compound
0.3,CC(C)COc1ccc(C(=S)N2CCCC2)cc1
6.2,Cc1ccc(S(=O)(=O)N2CCCCC2)cc1NC(=O)CCNC(=O)c1ccccc1
1.0,Cc1ccc(NC(=O)c2c(C)noc2C)cc1S(=O)(=O)N1CCOCC1
4.0,Cc1ccc(C)c(NC(=O)CN(C)C(=O)c2ccccc2OCc2c(C)noc2C)c1
-0.3,Cc1c(Cl)cccc1NC(=O)CNC(=O)C1CCN(C(=O)Nc2ccccc2)CC1
1.9,C[C@@H](CSc1ccc(Br)cc1)CN1CC[C@H](C(C)(C)C)CCC1=O
0.2,C=CCn1c(SC(C)C(=O)NC2CC2)nnc1-c1ccoc1C (configuration not stated)
1.5,Cc1ccc(NC(=O)Cn2nc(C(=O)O)c3ccccc3c2=O)cc1S(=O)(=O)N1CCOCC1
1.4,CCCn1c(SCC(=O)N(C)CC(=O)Nc2ccc(Cl)cc2)n[nH]c1=O
0.4,O=C(COC(=O)c1ccc2c(c1)OCCO2)NCc1ccccc1Cl
2.0,C[C@H](CO)N1C[C@H](C)[C@@H](CN(C)C(=O)NC2CCCCC2)Oc2ccc(NC(=O)CCC(F)(F)F)cc2C1=O
3.9,COc1ccccc1N1CCN(CC(=O)Nc2ccc(S(=O)(=O)N3CCCCCC3)cc2)CC1
1.8,Cc1ccc(C)c(NC(=O)[C@@H]2CCCN2S(=O)(=O)c2ccccc2F)c1
-0.2,O=C(COC(=O)CSc1ccc(F)cc1)NC1CCCCCC1
2.1,C[C@H](CO)N1C[C@H](C)[C@@H](CN(C)C(=O)Nc2ccc3c(c2)OCO3)Oc2c(NC(=O)Cc3ccccc3)cccc2C1=O
-2.8,O=C(CSc1nc2ccccc2c(=O)n1-c1ccccc1F)NC1CC1
-2.5,CSCCC(NC(=O)c1ccccc1Cl)C(=O)Nc1ccc(C)c(S(=O)(=O)N2CCOCC2)c1 (configuration not stated)
0.7,COc1ccc(S(=O)(=O)N(C)C[C@H]2Oc3ccc(NS(=O)(=O)c4cccs4)cc3C(=O)N([C@H](C)CO)C[C@@H]2C)cc1
3.4,CC(OC(=O)/C=C/c1ccccc1)C(=O)Nc1ccc(C(N)=O)cc1 (configuration not stated)
-0.5,O=Cc1c[nH]c2ccc(OCc3ccccc3)cc12

Quoted at random: three entries already listed, in no set order.
IDE act,compound
0.2,C=CCn1c(SC(C)C(=O)NC2CC2)nnc1-c1ccoc1C (configuration not stated)
2.0,C[C@H](CO)N1C[C@H](C)[C@@H](CN(C)C(=O)NC2CCCCC2)Oc2ccc(NC(=O)CCC(F)(F)F)cc2C1=O
1.5,Cc1ccc(NC(=O)Cn2nc(C(=O)O)c3ccccc3c2=O)cc1S(=O)(=O)N1CCOCC1

Of the compounds above, these have fluorine:
IDE act,compound
4.3,Cc1ccc(S(=O)(=O)N2CCN(C(=O)COC(=O)Cc3ccc(F)cc3)CC2)c(C)c1
1.8,O=C(CSc1nncn1-c1ccccc1F)NC1CCCCC1
5.4,CCN(CC)CCCN=C1N[C@@H](c2cccc(C(F)(F)F)c2)C(C(=O)OC)=C(C)N1CC
2.0,C[C@H](CO)N1C[C@H](C)[C@@H](CN(C)C(=O)NC2CCCCC2)Oc2ccc(NC(=O)CCC(F)(F)F)cc2C1=O
1.8,Cc1ccc(C)c(NC(=O)[C@@H]2CCCN2S(=O)(=O)c2ccccc2F)c1
-0.2,O=C(COC(=O)CSc1ccc(F)cc1)NC1CCCCCC1
-2.8,O=C(CSc1nc2ccccc2c(=O)n1-c1ccccc1F)NC1CC1

Continuation.
IDE act,compound
2.8,CC(=O)Nc1c(C)ccc([N+](=O)[O-])c1C
8.8,CC(OC(=O)c1nn(C)c(=O)c2ccccc12)C(=O)Nc1ccc(S(N)(=O)=O)cc1 (configuration not stated)
-1.0,O=C(CNC(=O)c1ccccc1F)OCC(=O)c1c[nH]c2ccccc12
2.2,C[C@]12c3[nH]c4ccccc4c3CCN1C(=O)C(CC(=O)NCCCn1ccnc1)C[C@@H]2C(=O)N1CCOCC1 (some centres not stated)
21.2*,COc1ccccc1NS(=O)(=O)c1cccc(NC(=O)C2CC2)c1
3.0,COc1ccc(NC(=O)CN(C)C(=O)CNC(=O)c2ccc(C)s2)cc1
2.0,COc1ccc(S(=O)(=O)N2CCCC2CNC(=O)C(=O)Nc2ccc(F)cc2)cc1 (configuration not stated)
3.7,Cc1cc(F)ccc1S(=O)(=O)Nc1ccccc1C(=O)NC1CCN(Cc2ccccc2)CC1
3.4,Nc1ncc(C(=O)O)c(-c2ccccc2)n1
-2.1,CCOc1ccc(C(=O)N(CC(=O)Nc2cccc(C)c2C)CC2CCCO2)cc1OC (configuration not stated)
1.0,CN(CC(=O)Nc1cccc(F)c1)CC(=O)NC(c1ccccc1)c1ccccc1
0.9,OCC(O)[C@@H](O[C@H]1O[C@H](CO)[C@@H](O)[C@H](O)[C@H]1O)[C@H](O)[C@@H](O)CO (some centres not stated)
-2.6,COc1ccc(C2c3[nH]c4ccccc4c3C[C@H]3C(=O)N(c4ccccc4C(=O)N4CCC[C@@H]4C(=O)O)C(=O)N23)cc1 (some centres not stated)
-1.5,Cc1ccc(C)c(S(=O)(=O)N2CCN(C(=O)c3n[nH]c(=O)c4ccccc34)CC2)c1
29.6*,O=C(c1cc([N+](=O)[O-])ccc1N1CCOCC1)N1CCN(c2ccc([N+](=O)[O-])cc2)CC1
6.8,Cc1ccc(C(=O)N2CCc3ccccc32)cc1C
2.8,COc1ccc(C(CNC(=O)c2ccc(N3CCCC3=O)cc2)N2CCCC2)cc1 (configuration not stated)
0.5,CC(=O)c1ccc(S(=O)(=O)Nc2ccc(S(=O)(=O)N3CCCCC3)cc2)cc1
4.2,O=C(Nc1ccccn1)c1ccc(C(=O)c2ccccc2)cc1
3.2,Cc1ccc(NC(=O)CC(NC(=O)c2ccccc2Cl)c2ccccc2)nc1 (configuration not stated)

The list goes on:
IDE act,compound
5.5,CCOc1cccc2sc(=NC(=O)CCS(=O)(=O)c3ccc(F)cc3)n(C)c12
4.0,Cc1ccc([N+](=O)[O-])cc1S(=O)(=O)Nc1cccc(S(=O)(=O)Nc2ccccc2C(=O)O)c1
19.9*,FC(F)(F)c1cc(CCN2CCNC[C@H]2Cc2cccc3ccccc23)cc(C(F)(F)F)c1
1.3,COc1cccc(CC(=O)OCC(=O)NC(=O)c2ccc(OC(F)F)cc2)c1
0.7,Cc1ccc2nc(NC(=O)CSc3nc(=O)n(CCN(C)C)c4c3CCCC4)sc2c1
3.3,CC[C@H]1c2[nH]c3ccccc3c2C[C@@H]2C(=O)N(c3ccc(F)cc3)C(=O)N21
4.1,CCN(CC(=O)Nc1ccccc1C(F)(F)F)C(=O)CN1C(=O)NC2(CCCC2)C1=O
2.5,Cc1ccc(NC(=O)c2nc[nH]c2C(=O)NCCCCNC(=O)c2[nH]cnc2C(=O)Nc2ccc(C)cc2)cc1
2.6,Cc1cc(Cl)ccc1OCC(=O)OCC(=O)N(CC(C)C)c1c(N)n(Cc2ccccc2)c(=O)[nH]c1=O
-2.0,CC1(c2ccc(OC(F)F)cc2)NC(=O)N(CC(=O)Nc2ccc3[nH]c(=O)[nH]c3c2)C1=O (configuration not stated)
8.1,CC(=O)c1cccc(NC(=O)CSc2n[nH]c(=O)n2C2CC2)c1
6.0,O=C(CN1C(=O)NC2(CCCc3ccccc32)C1=O)c1ccc(F)cc1 (configuration not stated)
4.2,O=S(=O)(Oc1ccccc1-c1ccccc1)c1ccccc1
4.5,CCOc1ccc(C(=O)NC(C(=O)NCC(c2cccs2)N(C)C)C(C)C)cc1 (configuration not stated)
1.9,CC1(c2ccc(Cl)cc2Cl)NC(=O)N(CC(=O)NC2CCCCC2)C1=O (configuration not stated)
4.0,COc1cccc(NC(=O)CN(C)CC(=O)c2c(N)n(Cc3ccccc3)c(=O)n(C)c2=O)c1
1.7,CC1CCCC(NC(=O)COC(=O)c2ccc3c(c2)OCCO3)C1C (configuration not stated)
5.4,O=C(c1ccc(NS(=O)(=O)c2ccc(F)cc2)cc1)N1CCCCCC1
1.6,O=C(Nc1nnc(-c2cc(Cl)ccc2Cl)o1)c1ccco1
3.1,CC(=O)c1cccc(NC(=O)C2CC(=O)N(c3ccc4c(c3)OCCO4)C2)c1 (configuration not stated)

(more compounds)
IDE act,compound
-2.5,COc1ccc([C@H]2CC(=O)C=C(c3ccccc3)C2)cc1
-4.5,Cc1cccc(NC(=O)CNC(=O)c2cccc(-n3cccc3)c2)c1C
6.3,O=C1C(=O)c2ccccc2C(O)=C1CC=C(Cl)Cl
-3.6,CC(=O)N1CCN(C(=O)COc2ccc3oc4c(c3c2)CCCC4)CC1
3.1,CCCn1c(C)cc(C(=O)CN2C(=O)c3ccccc3C2=O)c1C
2.2,N#CC1(NC(=O)COC(=O)Cn2[nH]c(=O)c3ccccc3c2=O)CCCCC1
2.5,Nc1cccc2c(O)cc(S(=O)(=O)O)cc12
3.3,Cc1cccc2cc3ccccc3nc12
1.2,Cc1ccc(NC(=O)C2CCN(C(=O)c3ccccc3C)CC2)nc1
4.1,O=C(CN1CCN(c2ccccc2O)CC1)Nc1ccnn1C1CCCC1
2.3,O=C(CC1SC(N2CCCCC2)=NC1=O)Nc1ccc(C(=O)NCCc2ccc(F)cc2)cc1 (configuration not stated)
4.2,O=C1CCc2cc(S(=O)(=O)NC3CCCCC3)ccc2N1
-6.1,COCC(C)n1c(SCC(=O)Nc2nccs2)nc2ccccc2c1=O (configuration not stated)
-0.8,COc1ccc2c(c1)[C@H]1[C@H](CO2)[C@H](c2ccccc2)[C@]2(C)C(=O)Nc3cc(Cl)ccc3C(=O)N12
3.4,COc1ccc(CC(=O)N(C)CC(=O)Nc2ccccc2C(F)(F)F)cc1S(=O)(=O)N1CCOCC1
1.6,COc1cccc(NC(=O)CN(C)C(=O)c2cccc(NS(=O)(=O)c3ccc(Br)cc3)c2)c1
2.5,O=C(Nc1cccc(S(=O)(=O)N2CCCC2)c1)c1cc(S(=O)(=O)N2CCOCC2)ccc1F
0.7,COc1ccc(C(=O)c2ccc(Cl)cc2)c(OC)c1OC
